# PKM2 activator: PKM2 (human) enzyme activation. P14618. purified PKM2, Kinase-Glo ATP luminescence, activation; response scale: 0% is enzyme alone, no compound. Potency, µM (series often up to 57.5 µM), for inactives: top-dose activation, hits mostly activators. hit rate 0.34% among 260,000; further: potency means the concentration at half of the fitted maximal effect; on the % scale 0 is the no-effect control and ±100 the full control effect; nearly all actives have a fitted effect of over 55% in size
#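 hPK-M2, >95% pure; 0.1 mM ADP / 0.5 mM PEP final; imidazole pH7.2 buffer w/ 7 mM MgCl2, 50 mM KCl; 1 h RT; Kinase-Glo lum. Intermediate enzyme activity for dual inhibitor/activator qHTS.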
# BCR signal inh: inhibitors of chronic active B-cell receptor signaling. ABC-DLBCL IkBa-CBG/CBR reporter, luminescence ratio, 4 h. Potency, µM (doses to about 46.1 µM), without a hit: at the top dose ratio change, negative = lower green/red ratio, usual class: inhibitors. hit rate 0.05% among 340,000; active means well fitted inhibition curve with a large enough effect in the signal ratio, with a control signal flat, not every such curve was filed as active; inconclusive means small, poorly fitted or top-dose-only effect, or effect the other way, or a change in a side signal; the % refers to the signal ratio;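 further: potency means the concentration at half of the fitted maximal effect; plate controls were basal doxycycline-induced cells for no effect and cells given 10 µM MG132 for full effect; MG132 reads +100%, hits lower the ratio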
#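 Concentration-response series (up to 46 uM) were applied to TMD8 dual-reporter cells for 4 h at 37C with doxycycline. Green/red ratio, after filter-overlap correction, defined %Activity; red signal alone was normalised to basal cells and zero luminescence.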
# GALK inhibitor: inhibitors of human galactokinase | P51570 | Potency, µM (top dose mostly 57.5 µM), without a hit: at the highest dose activity change, negative = inhibition, most hits filed as inhibitors | hit rate 0.007% among 270,000 | Purified GALK, Kinase-Glo residual ATP luminescence; further: potency means the concentration at half of the fitted maximal effect; on the % scale 0 is the no-effect control and ±100 the full control effect
#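 GALK at 5 nM final was combined with compound, 35 uM ATP and 100 uM galactose in HEPES pH8.0 with MgCl2 and DTT. The reaction ran one hour at room temperature before luminescent ATP detection.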
# Integrin act MD: activators of alpha7 integrin expression for muscular dystrophy; alpha7betagal myoblasts, beta-gal FDG fluorescence, 48 h; hit rate 0.064% among 350,000; Potency, µM (titrated, usually from 38.3 µM), for inactives: top-dose activation, most hits filed as activators;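 further: potency means the concentration at half of the fitted maximal effect; 100% = response of the positive control SU9516; nearly all actives have a fitted effect of over 60% in size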
#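 Alpha7betagal+/- myoblasts (passage 13) were plated 16-24 hr, then exposed to compounds (1:260 dilution of DMSO stock) for 48 hours at 37C. After MPER lysis, β-galactosidase reporter activity was read as FDG fluorescence (ex 480/em 540) after 30 minutes.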
# Giardia kill: Giardia lamblia killing; AID 540267; activity change, % at 7.66 µM, hits read low; hit rate 0.15% among 340,000; Giardia lamblia trophozoite viability; in the data active means activity change below about -80%; inconclusive means between about -30% and that limit;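 further: parasites exposed to compound for two days anaerobically before the ATP read; on the % scale 0 is the no-effect control and ±100 the full control effect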
#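 Luminescent ATP signal served as the viability read-out, measured 15-30 min after adding ATP detection reagent to trophozoites that had been incubated with compounds for 48 hrs at 37 deg C anaerobically at 100 cells/well.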
# Tb PFK block: blocks T. brucei phosphofructokinase | Potency, µM (titrated, usually from 57.5 µM), inactives show at the highest dose activity, negative = inhibition, usual class: inhibitors | T. brucei PFK, ADP-Glo luminescence | hit rate 0.17% among 330,000 | O15648;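 further: potency means the concentration at half of the fitted maximal effect; 0% = uninhibited 1x PFK enzyme wells and -100% = no-enzyme wells; nearly all actives have a fitted effect of over 60% in size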
#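 Compounds were pin-transferred as a titration series up to 57 uM into substrate buffer (0.5 mM F6P, 0.1 mM ATP, pH 8.0), then 1.25 nM PFK was added and reactions ran 45 min before ADP-Glo detection.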
# Menin MLL FP TR: displaces Texas Red mutant MLL peptide from human menin. O00255. Menin + Texas Red MLL mutant peptide, fluorescence polarization. Potency, µM (series often up to 61.6 µM), inactives show top-dose FP activity change, negative = inhibition, hits mostly inhibitors. hit rate 0.23% among 270,000. AID 1768; active means well fitted inhibition curve with a large enough effect in the polarisation, with a control signal flat, not every such curve was filed as active; inconclusive means small, poorly fitted or top-dose-only effect, or effect the other way, or a change in a side signal; inactive means no such curve, though single readings can be large or run the other way; the % refers to the polarisation; further: potency means the concentration at half of the fitted maximal effect; % of control where 0% means no effect; many of its hits are not listed in these tables
# B2AR arrestin: agonists driving beta-arrestin recruitment to human beta2-adrenergic receptor; beta-arrestin recruitment to beta2AR, cell-based reporter; P07550; hit rate 0.02% among 330,000; Potency, µM (doses to about 46.1 µM), for the others: at the highest dose activation, hits mostly activators; AID 492947;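 further: potency means the concentration at half of the fitted maximal effect; 0% = DMSO controls and full agonism = EC100 isoproterenol or metaproterenol; nearly all actives have a fitted effect of over 65% in size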
# Target sequence (P07550 whole entry, looked up): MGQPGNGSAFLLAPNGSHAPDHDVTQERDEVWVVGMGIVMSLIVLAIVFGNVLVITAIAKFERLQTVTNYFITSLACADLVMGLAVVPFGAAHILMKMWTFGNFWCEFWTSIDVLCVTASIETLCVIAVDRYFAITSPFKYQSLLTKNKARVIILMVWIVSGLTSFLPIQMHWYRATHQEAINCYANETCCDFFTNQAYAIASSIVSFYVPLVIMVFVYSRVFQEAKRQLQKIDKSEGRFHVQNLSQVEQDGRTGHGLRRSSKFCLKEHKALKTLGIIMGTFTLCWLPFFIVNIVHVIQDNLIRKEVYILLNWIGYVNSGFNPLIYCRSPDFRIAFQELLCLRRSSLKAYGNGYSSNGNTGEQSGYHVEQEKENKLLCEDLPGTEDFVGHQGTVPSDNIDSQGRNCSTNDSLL
# PTAP TSG101 blk: blocks PTAP/TSG101 interaction to inhibit HIV-1 budding; 340,000 tested, under 10 active; AID 493005; Fluorescence polarization, FITC-PTAP peptide / Tsg101 binding; Potency, µM (series often up to 115 µM), without a hit: at the highest dose activity change, negative = inhibition, hits mostly inhibitors; active means well fitted inhibition curve with a large enough effect in the main read-out, with a control signal flat, not every such curve was filed as active; inconclusive means small, poorly fitted or top-dose-only effect, or effect the other way, or a change in a side signal; inactive means no such curve, though single readings can be large or run the other way; further: potency means the concentration at half of the fitted maximal effect; % of control where 0% means no effect
#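 Tsg101 binding domain (10 uM final) was mixed with compound and a FITC-labeled PTAP peptide (50 nM final) in HEPES pH 7.5 buffer with NaCl, Tween 20, EDTA and TCEP; fluorescence polarization was read after 20 min at r.t.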
# ASM inhibitor: human S-ASM enzyme inhibition. P17405. placental ASM, HMU-PC fluorogenic substrate, 60 min. Potency, µM (highest dose often 57.5 µM), for the others: top-dose activity change, negative = inhibition, usual class: inhibitors. hit rate 0.006% among 340,000. AID 504937; further: potency means the concentration at half of the fitted maximal effect
# Target sequence (P17405 47-631 limits assumed): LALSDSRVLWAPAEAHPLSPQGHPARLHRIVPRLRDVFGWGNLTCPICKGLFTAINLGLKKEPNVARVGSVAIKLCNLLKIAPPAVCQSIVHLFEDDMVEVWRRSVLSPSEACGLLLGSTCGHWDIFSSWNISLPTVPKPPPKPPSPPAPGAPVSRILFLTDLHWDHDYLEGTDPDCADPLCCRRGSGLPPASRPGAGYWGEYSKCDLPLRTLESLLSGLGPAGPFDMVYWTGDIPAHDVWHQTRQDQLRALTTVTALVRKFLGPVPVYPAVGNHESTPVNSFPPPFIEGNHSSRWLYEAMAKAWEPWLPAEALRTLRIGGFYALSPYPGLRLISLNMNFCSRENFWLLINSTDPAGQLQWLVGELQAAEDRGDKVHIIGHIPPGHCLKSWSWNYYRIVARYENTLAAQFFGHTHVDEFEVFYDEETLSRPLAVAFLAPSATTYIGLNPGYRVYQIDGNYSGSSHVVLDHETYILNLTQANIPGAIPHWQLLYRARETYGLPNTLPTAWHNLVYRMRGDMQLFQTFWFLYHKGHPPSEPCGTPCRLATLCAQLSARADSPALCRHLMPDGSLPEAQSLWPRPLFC
#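 Fluorogenic HMU-PC substrate (9 uM final) is turned over by placental ASM in 60 min at 37 C after a 10 min compound preincubation. Reaction ended by alkaline stop (pH 10), with fluorescence read at 386/447 nm.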
# FBPA coupling cs: inhibits coupling enzyme system, counter-screen for aldolase hits; activity change, negative = inhibition, % at 58.2 µM, hits read low; coupling enzyme system counterscreen, AmpLite Red fluorescence; hit rate 0.67% among 290,000; in the data active means activity change below about -30%; further: on the % scale 0 is the no-effect control and ±100 the full control effect
#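 Counterscreen lacking aldolase: glyceraldehyde-3-phosphate coupling-enzyme reagent preincubated 10 min at RT with compound (at 57.5 uM final), then substrate/coupling system with AmpLite Red added; fluorescence read at 525/598 nm after 20 min RT.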
# * marks the source's active call; other numbers are inactive results; ? = inconclusive; / = no result given; [ ] = another dose, or the depositor's remark. Unless noted, the call rests on the fitted dose curve; in most records, active means well fitted curve in the direction sought with a large enough effect; inconclusive means small, poorly fitted or top-dose-only effect, or another doubt; inactive means no such curve, though single readings can be large; an effect the other way counts as inactive or inconclusive.
SMILES,PKM2 activator,BCR signal inh,GALK inhibitor,Integrin act MD,Giardia kill,Tb PFK block,Menin MLL FP TR,B2AR arrestin,PTAP TSG101 blk,ASM inhibitor,FBPA coupling cs
O=C(NCc1ccco1)c1nc(-c2ccc(F)cc2)no1,-2%,-14%,6%,12%,11,-4%,0%,-0.8%,-1%,-2%,2
COc1ccc(OC)c(C(C)NS(=O)(=O)c2cccs2)c1 (stereo not given),/,-5%,/,28%,-3,-3%,/,0.1%,-2%,6%,/
Cc1ccc(C(O)(C(=O)NNc2ccccn2)c2ccc(C)cc2)cc1,-9%,-1%,5%,-17%,-8,0%,-5%,0.1%,-3%,2%,-1
CC[C@@]1(C(=O)OC)N[C@H](CN(C)C(=O)c2ccc(C)cc2)[C@@H]2C(=O)N(C)C(=O)[C@@H]21,/,-3%,/,13%,-8,6%,/,-2.2%,-7%,3%,/
COc1cc(/C=C2\SC(=S)N(CCC(=O)NCCc3ccccc3)C2=O)cc(OC)c1OC,/,2%,-6%,-18%,8,2%,12%,-1.0%,0%,-9%,0
O=C(NC(=S)Nc1cccc2cnccc12)c1ccccc1,-1%,?,-2%,?,-3,0%,?,0.1%,-7%,1%,-29
O=C(O)CC(Cc1ccc(Cl)cc1)C(=O)Nc1cc(Cl)ccc1Cl (stereo not given),-5%,6%,2%,-7%,-11,-1%,37%[activator],-0.4%,0%,-3%,0
CSc1nc(Oc2ccc(Cl)cc2)c2sccc2n1,3%,-1%,-1%,-15%,8,-1%,-19%,-1.4%,-7%,-13%,0
CC(C)CN1C(=O)C(NC(=O)C2CC2)(C(F)(F)F)C2=C1CC(C)(C)CC2=O (stereo not given),0%,0%,0%,12%,0,-4%,4%,-0.1%,-1%,1%,1
COC(=O)c1ccc(Sc2ccccn2)c([N+](=O)[O-])c1,-1%,-6%,/,-23%,-3,0%,-9%,-0.4%,0%,0%,0
CCOCCCn1c(SCC(=O)Nc2ccccc2)nc2ccccc2c1=O,0%,1%,3%,4%,12,-1%,2%,0.6%,0%,-3%,0
CC(OCCN(C)C)C(=O)C12CC3CC(CC(C3)C1)C2 (stereo not given),-1%,-1%,2%,-8%,10,1%,/,-0.5%,-3%,-1%,0
O=C1c2ccccc2C(=O)N1CCN1CCc2ccccc21,4%,1%,0%,2%,19,-2%,-10%,-0.1%,-10%,-3%,-2
COc1cc(C(C)=O)ccc1OCC(O)CNCC(O)c1ccccc1 (stereo not given),/,-1%,-2%,2%,6,-26%,?,-0.8%,-2%,3%,-1
COc1ccccc1N(CC(=O)N1CCCC1)S(=O)(=O)c1ccc(C)cc1,0%,2%,-1%,-8%,-14,4%,-14%,0.3%,3%,2%,1
Cc1ccc(Cl)cc1N1CCN(S(=O)(=O)c2c(C)[nH]c(C)c2C(=O)N2CCCC2)CC1,/,-1%,7%,-16%,-12,0%,/,0.2%,-6%,-1%,/
CCc1ccc(C(=O)NNC(=O)C2CC(=O)N(Cc3ccccc3)C2)cc1 (stereo not given),/,2%,/,-38%,35[activator],0%,/,0.0%,-7%,-1%,/
CC(C)c1cc(C(=O)N2CCCC(Nc3ccc(F)cc3)C2)nc(N)n1 (stereo not given),-1%,4%,4%,-3%,8,-1%,/,0.0%,-5%,3%,/
O=C(Nc1ccsn1)c1ccc(Cl)cc1Cl,5%,4%,3%,13%,-14,-1%,?,3.2%,-8%,-8%,2
CCc1nnc(NC(=O)c2oc3cc(C)c(C)cc3c2C)s1,7%,6%,/,6%,-6,-4%,4%,-0.8%,-3%,6%,4
O=C(NCc1ccccn1)c1cc(S(=O)(=O)N2CCCCC2)ccc1Cl,/,4%,/,-23%,-20,1%,/,0.0%,-4%,-3%,/
O=S(=O)(c1cc(-c2nc3ccccc3s2)ccc1Cl)N1CCOCC1,2%,-19%,-1%,/,/,1%,-11%,0.1%,/,/,4
O=S(Cc1ccc(Cl)cc1)CC(O)COc1ccc(Cl)cc1 (stereo not given),12%,-8%,4%,11%[7.66 µM],11,-4%,1%,0.3%,-5%,-3%,2
COc1ccc(CC(=O)NNS(=O)(=O)c2ccccc2)cc1OC,0%,-4%,3%,5%,19,-6%,2%,-1.0%,-9%,4%,1
Cc1ccc(-c2ccc(SCC(=O)Nc3ccc4c(c3)OCCO4)nn2)cc1,-1%,?,-1%,-6%,-12,7%,8%,5.3%,-9%,-11%,-2
# New compounds follow:
SMILES,PKM2 activator,BCR signal inh,GALK inhibitor,Integrin act MD,Giardia kill,Tb PFK block,Menin MLL FP TR,B2AR arrestin,PTAP TSG101 blk,ASM inhibitor,FBPA coupling cs
C=CCNC(=O)/C(C#N)=C/c1c(N2CCN(c3ccc(OC)cc3)CC2)nc2c(C)cccn2c1=O,/,3%,0%,-22%,-2,5%,-6%,0.4%,-4%,-2%,-1
CCC1Sc2ccccc2N(CC(=O)NC2CCCC2)C1=O (stereo not given),7%,?,-1%,8%,-1,3%,-2%,-0.7%,-3%,3%,0
Cc1nc([N+](=O)[O-])c(Br)n1CC(=O)c1cccc([N+](=O)[O-])c1,-2%,?,-1%,-32%,-15,-6%,-2%,-0.3%,-1%,-1%,6
CC(=O)OC[C@H]1O[C@H](C/C=N/OC[C@@H](O)[C@H]2O[C@@H]3OC(C)(C)O[C@@H]3[C@H]2O)C=C[C@@H]1OC(C)=O,-3%,3%,/,/,/,6%,0%,-1.4%,/,/,-4
CC(OC(=O)CNS(=O)(=O)c1ccc(C#N)cc1)C(=O)Nc1cccc(C#N)c1 (stereo not given),/,3%,/,-12%,14,-1%,/,0.0%,-3%,0%,/
O=C(CSc1nc2ccccc2c(=O)n1-c1ccccc1F)Nc1ccc2c(c1)CCC2,-2%,-6%,2%,-23%,?,7%,-16%,0.3%,-1%,-2%,-1
O=[N+]([O-])c1ccc(NCCN2CCOCC2)c([N+](=O)[O-])c1,0%,?,-5%,-16%,-5,-1%,13%,0.0%,0%,-3%,0
CC(C)(C)CNC(=O)[C@]1(C)CCC[C@@]2(C)C3CC[C@@]4(C)C[C@]3(CCC21)CC4=O (stereo not given in full),/,-3%,/,-5%,18,-6%,/,0.2%,/,-1%,/
CCOC(=O)N1CCc2c(sc3ncn(C)c(=O)c23)C1,1%,?,0%,4%,26,-2%,/,3.3%,-5%,-1%,-1
N#CC1(NC(=O)COc2cc(F)ccc2[N+](=O)[O-])CCCCC1,/,-2%,/,-9%,1,2%,/,0.1%,-4%,0%,/
COc1ccc(N(C)C(=O)C2CCN(S(=O)(=O)c3cccc4nonc34)CC2)cc1,3%,-1%,7%,1%,-4,0%,0%,-0.1%,-4%,-2%,2
O=C(COc1cccc(Cl)c1)Nc1ccccc1N1CCCCC1,/,2%,/,14%,11,-3%,/,0.0%,1%,40%[activator],/

# A draw from above in order of number of heavy atoms, rising:
SMILES,PKM2 activator,BCR signal inh,GALK inhibitor,Integrin act MD,Giardia kill,Tb PFK block,Menin MLL FP TR,B2AR arrestin,PTAP TSG101 blk,ASM inhibitor,FBPA coupling cs
CSc1nc(Oc2ccc(Cl)cc2)c2sccc2n1,3%,-1%,-1%,-15%,8,-1%,-19%,-1.4%,-7%,-13%,0
O=[N+]([O-])c1ccc(NCCN2CCOCC2)c([N+](=O)[O-])c1,0%,?,-5%,-16%,-5,-1%,13%,0.0%,0%,-3%,0
O=C(NC(=S)Nc1cccc2cnccc12)c1ccccc1,-1%,?,-2%,?,-3,0%,?,0.1%,-7%,1%,-29
O=C(COc1cccc(Cl)c1)Nc1ccccc1N1CCCCC1,/,2%,/,14%,11,-3%,/,0.0%,1%,40%[activator],/
COc1cc(C(C)=O)ccc1OCC(O)CNCC(O)c1ccccc1 (stereo not given),/,-1%,-2%,2%,6,-26%,?,-0.8%,-2%,3%,-1
COc1ccccc1N(CC(=O)N1CCCC1)S(=O)(=O)c1ccc(C)cc1,0%,2%,-1%,-8%,-14,4%,-14%,0.3%,3%,2%,1
CCOCCCn1c(SCC(=O)Nc2ccccc2)nc2ccccc2c1=O,0%,1%,3%,4%,12,-1%,2%,0.6%,0%,-3%,0

# Only part of the results is shown; rates above refer to the full screens.
